Screening data: PubChem BioAssay, ICCB-Longwood Screening Facility, Harvard Medical School
PV pol inh: poliovirus RNA polymerase inhibition; P03300; poliovirus polymerase elongation, fluorescence polarization; active compounds read low; % elongation, % (compound at 16.7 µg/mL); 150,000 compounds, 0.66% hits; AID 588519; in the data active = % elongation below about 90%; note: some results filed as inactive read as strong as hits
Target sequence (P03300 1749-2209 limits assumed): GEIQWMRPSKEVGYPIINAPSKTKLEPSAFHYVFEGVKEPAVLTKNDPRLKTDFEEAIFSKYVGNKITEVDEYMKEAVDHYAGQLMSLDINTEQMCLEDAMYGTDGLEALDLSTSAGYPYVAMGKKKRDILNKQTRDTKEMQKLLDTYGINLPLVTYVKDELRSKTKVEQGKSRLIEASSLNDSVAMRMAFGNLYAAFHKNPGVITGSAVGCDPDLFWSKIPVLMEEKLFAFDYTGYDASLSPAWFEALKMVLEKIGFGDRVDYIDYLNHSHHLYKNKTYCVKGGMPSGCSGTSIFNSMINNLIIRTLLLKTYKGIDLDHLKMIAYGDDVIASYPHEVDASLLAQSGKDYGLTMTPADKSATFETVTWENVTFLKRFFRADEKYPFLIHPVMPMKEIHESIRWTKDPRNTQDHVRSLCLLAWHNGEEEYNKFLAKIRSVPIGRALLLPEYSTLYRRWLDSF
PV pol inh FP z-score: recorded beside PV pol inh, whose call it bears; z-score; measured here: FP z-score; hits read low
An asterisk follows results filed as active. A portion of the library; the hit share may differ from the screen's.

SMILES	PV pol inh	PV pol inh FP z-score
CCOC(=O)c1c(-c2ccccc2)oc2cc(Br)c(OCc3ccccc3)cc12	108	0.3
Cc1cc(C(=O)COn2nnc3ccc(S(C)(=O)=O)cc32)c(C)n1C	101	-0.3
Cc1ccc(C)c(OCC(=O)Nc2ccc(S(=O)(=O)Nc3onc(C)c3C)cc2)c1C	101	-1.2
COc1ccc(NC(=O)c2ccco2)cc1OC	108	0.7
Cc1ccc(C)c(Cn2c(=O)c3c(nc4n3CCN4c3ccc(F)cc3)n(C)c2=O)c1	101	-1.1
O=C(NC1CC1)c1ccc(CN2C(=O)CCn3nc(-c4ccccc4)cc32)cc1	102	0
CCc1ccccc1NC(=O)CSc1nnc2ccc3ccccc3n12	109	0.5
Cc1cc(NC(=O)Nc2ccc(Cl)cc2)n(-c2ccccc2)n1	103	0.4
CCCCC1(O)CC(C)(C)N([O])C(C)(C)C1	100	-0.5
CC1=C(C#N)C(C(F)(F)F)(C(F)(F)F)N=C(Cc2ccccc2)N1	102	0
Nc1ccc(-c2ccccc2C(=O)O)cc1	99	0
COc1ccc(OC)c2c1CC(C)(C)NC2=O	103	-0.2
OC1(C(F)(F)F)CC(/C=C/c2ccc3c(c2)OCO3)=NN1 (configuration not stated)	101	-0.7
Cc1ccnc(NCc2cccc3ccccc23)c1	100	-0.3
O=C(Nc1ccccc1)C(Cc1ccccc1)N1Cc2ccccc2C1=O (configuration not stated)	108	0.2
CC(C)CCNC(=O)CCCn1c(=O)c2cccn2c2ccccc21	110	0.6
CN(C)c1ccc(N/C=C/C(=O)c2ccco2)cc1	104	1.2
Cc1oc2ncn(C)c(=O)c2c1C(=O)NCCCN1CCCC(C)C1 (configuration not stated)	103	-0.6
CC(C)CC(=O)Nc1nn2c(COc3ccccc3)nnc2s1	99	-1.4
CC1=CCC2C(=O)N(c3ccc(C4CCCCC4)cc3)C(=O)C2C1 (configuration not stated)	103	0.1
O=C(Cc1ccc(S(=O)(=O)N2CCOCC2)s1)Nc1ccccc1N1CCOCC1	108	0.7
NS(=O)(=O)c1ccc(CCNC(=O)C2CCN(c3ncnc4c3nc3n4CCCCC3)CC2)cc1	108	0.4
Cc1ccccc1C(=O)OCC1CCCN2CCCCC12 (configuration not stated)	107	0.5
CCCN1C(=O)C(O)(C2CC(=O)CC(C)(C)O2)c2ccccc21 (configuration not stated)	102	0.1
CCOC(=O)c1ccc(NC(=O)C2CC(=O)N3CCCN=C3S2)cc1 (configuration not stated)	101	-0.6
CC(=O)Oc1ccc2cc(-c3nc4ccccc4n3C)c(=O)oc2c1	101	0.1
CC(=O)N1N=C2CCCCC2C1C(C)C (configuration not stated)	100	-0.4
N#Cc1ccccc1N/C=C(\C(N)=S)C(F)(F)F	108	0.6
Cc1cccc(C)c1NC(=O)CN1C(=O)CCSc2ccc(S(=O)(=O)N3CCCC3)cc21	99	-1.9
O=C(O)Cn1cc(C=C2C(=O)NC(=O)NC2=O)c2ccccc21	111	0.8
CCc1cnc2c(c1SCC(=O)N1CCCCC1)c(=O)n(C)c(=O)n2C	106	0.1
Cc1nnc2ccc(NCCC3=CCCCC3)nn12	100	-0.9
COc1ccc2c(c1)c1c(c(=O)n(Cc3ccccc3)c(=O)n1Cc1ccc(C)cc1)n2C	103	-1
CC(C)=C(C#N)n1cnc2ccccc21	105	0.6
COc1ccccc1NC(=O)CN(C)S(=O)(=O)c1cccc2cccnc12	108	1.4
Cc1ccc(C(=O)N(C(C)C)C(C)C)c(Cl)c1	99	-0.5
CC1=CC(=C(C#N)C#N)C=C(C)N1c1ccc(C)c(C)c1	103	0.2
Cc1noc(C)c1CSc1n[nH]c(=O)n1Cc1ccco1	104	-0.1
COC(=O)c1c(C)c(Cl)c(C)c(Cl)c1OC	103	0.2
O=C1NC(c2cccc(O)c2O)Nc2sc3c(c21)CCC3 (configuration not stated)	113	0.9
CC(=O)N1CCN(C(=O)C2CC(=O)N(Cc3ccc(C)cc3)C2)CC1 (configuration not stated)	102	-0.1
COc1ccc(-c2nc3c(c(=O)c4ccccc4n3C)c(=O)n2Cc2ccco2)cc1	101	-0.4
O=C1CC(c2ccccc2)c2c(c3ccccc3[nH]c2=O)O1 (configuration not stated)	103	0.5
CSc1nc2sc3c(c2c(=O)n1-c1ccc(F)c(Cl)c1)CCN(C(C)=O)C3	106	0.3
O=c1[nH]nc(-c2cccc(Br)c2)[nH]1	104	0.1
CC(c1nnnn1CCc1ccccc1)N1CCN(c2cccc(C(F)(F)F)c2)CC1 (configuration not stated)	100	-0.6
O=C(O)c1c(-c2ccccc2)[nH]n(-c2ccccc2)c1=O	101	-0.2
O=C(/C=C/c1ccc(Cl)cc1)Nc1cccc(Cl)c1	105	0.1
O=C1CCCc2cc(S(=O)(=O)N3CCCC(C(=O)NC4CCCC4)C3)ccc2N1 (configuration not stated)	101	0.1
O=C(CN1C(=O)CCSc2ccccc21)Nc1ccc(C(F)(F)F)cc1	103	-0.4
CCCNc1ncccc1C(N)=O	101	-0.4
Cc1ccc(Cl)c2sc(N3CCN(C(=O)C4CC4)CC3)nc12	111	1.2
CCCCNC(=O)c1cccc(NC2=NC3CS(=O)(=O)CC3S2)c1 (configuration not stated)	99	-0.8
Nc1ccccc1OCCN1CCOCC1	100	-0.4
CC1(C)CC(=O)C(C=NCC2CCCO2)=C(O)C1 (configuration not stated)	102	-0.1
O=C(Nc1ccc(C(=O)N2CCCCC2)cc1)c1ccc(=O)[nH]c1	100	-0.6
COC(=O)C1C(=O)C(C(=O)/C=C/c2ccco2)C(=O)CC1(C)C (configuration not stated)	98	-0.1
CC(SCc1ccccc1)C(=O)N1CC(=O)Nc2ccccc21 (configuration not stated)	101	-0.5
Cc1cccc(-c2nc(CSCC(=O)N3CCN(c4ccccc4)CC3)c(C)o2)c1	106	0
Oc1c(C(c2ccccc2Cl)N2CCCC2)sc2nc(-c3ccco3)nn12 (configuration not stated)	109	0.7

No new results follow: entries from further up.
SMILES	PV pol inh	PV pol inh FP z-score
CC1=CC(=C(C#N)C#N)C=C(C)N1c1ccc(C)c(C)c1	103	0.2
Cc1noc(C)c1CSc1n[nH]c(=O)n1Cc1ccco1	104	-0.1
COC(=O)c1c(C)c(Cl)c(C)c(Cl)c1OC	103	0.2
O=C1NC(c2cccc(O)c2O)Nc2sc3c(c21)CCC3 (configuration not stated)	113	0.9
CC(=O)N1CCN(C(=O)C2CC(=O)N(Cc3ccc(C)cc3)C2)CC1 (configuration not stated)	102	-0.1
COc1ccc(-c2nc3c(c(=O)c4ccccc4n3C)c(=O)n2Cc2ccco2)cc1	101	-0.4
O=C1CC(c2ccccc2)c2c(c3ccccc3[nH]c2=O)O1 (configuration not stated)	103	0.5
CSc1nc2sc3c(c2c(=O)n1-c1ccc(F)c(Cl)c1)CCN(C(C)=O)C3	106	0.3
O=c1[nH]nc(-c2cccc(Br)c2)[nH]1	104	0.1
CC(c1nnnn1CCc1ccccc1)N1CCN(c2cccc(C(F)(F)F)c2)CC1 (configuration not stated)	100	-0.6
O=C(O)c1c(-c2ccccc2)[nH]n(-c2ccccc2)c1=O	101	-0.2
O=C(/C=C/c1ccc(Cl)cc1)Nc1cccc(Cl)c1	105	0.1
O=C1CCCc2cc(S(=O)(=O)N3CCCC(C(=O)NC4CCCC4)C3)ccc2N1 (configuration not stated)	101	0.1
O=C(CN1C(=O)CCSc2ccccc21)Nc1ccc(C(F)(F)F)cc1	103	-0.4
CCCNc1ncccc1C(N)=O	101	-0.4
Cc1ccc(Cl)c2sc(N3CCN(C(=O)C4CC4)CC3)nc12	111	1.2
CCCCNC(=O)c1cccc(NC2=NC3CS(=O)(=O)CC3S2)c1 (configuration not stated)	99	-0.8
Nc1ccccc1OCCN1CCOCC1	100	-0.4
CC1(C)CC(=O)C(C=NCC2CCCO2)=C(O)C1 (configuration not stated)	102	-0.1
O=C(Nc1ccc(C(=O)N2CCCCC2)cc1)c1ccc(=O)[nH]c1	100	-0.6
COC(=O)C1C(=O)C(C(=O)/C=C/c2ccco2)C(=O)CC1(C)C (configuration not stated)	98	-0.1
CC(SCc1ccccc1)C(=O)N1CC(=O)Nc2ccccc21 (configuration not stated)	101	-0.5

(next part)
SMILES	PV pol inh	PV pol inh FP z-score
CCOC(=O)NC(=O)c1cn(Nc2ccccc2)c(=O)[nH]c1=O	104	0.5
N#Cc1c(-c2cccs2)cc(-c2cccnc2)nc1N	101	0.1
CCNC(=S)N1CCN=C1Nc1nc(C)cc(C)n1	101	-0.1
O=S(=O)(c1ccc2[nH]c3c(c2c1)CCCC3)N1CCCCC1	102	-0.1
COCc1cc(C)nc(SCC(=O)NC23CC4CC(CC(C4)C2)C3)c1C#N	99	-1
Cc1cc(C)cc(-n2nnnc2SCC(=O)Nc2cccc(NC(=O)c3ccco3)c2)c1	101	-0.1
Cc1ccccc1Cn1c(CN2CCC(C(=O)NCCc3ccccc3)CC2)cc2ccccc21	104	-0.6
N#Cc1nc(-c2cccc(O)c2)oc1N	99	-0.4
CCCOc1ccc(CNC(=O)CCCn2nc(C)c3sc4ccccc4c3c2=O)cc1	110	0.1
O=C1CCCc2c1cc(C(=O)N1CCOCC1)c(=O)n2-c1ccccc1	102	0.2
FC(F)(F)c1nc2ccccc2nc1Cl	101	0.4
COc1ccc(-c2cc(C3CC3)nc(SCC(=O)O)c2C#N)cc1	100	0.1
COc1ccc(-c2nc3ccccc3s2)cc1NC(C)=O	108	0.6
Cc1cc(OCC(O)CNC(C)(C)C)ccc1Cl (configuration not stated)	102	0.2
O=C(c1cc2ccccc2o1)N1CCCc2ccccc21	103	0.1
Cc1cc(=O)[nH]c2nnc(SCc3ccc(Cl)c(Cl)c3)n12	105	-0.4
O=c1[nH]cccc1Br	101	-0.3
CC(C)COC(=O)c1ccc2c(c1)C1C=CCC1C(c1ccc(Cl)cc1)N2 (configuration not stated)	103	0.3
COC(=O)C12C3CCC4C5C3C1C5(C(=O)OC)C42 (configuration not stated)	101	0
CCn1cc(C(=O)N2CCN(c3ccccc3)CC2)c(=O)c2cc(S(=O)(=O)N(C)C)ccc21	104	0

An excerpt of these results, in CSV form:
Molecule,PV pol inh,PV pol inh FP z-score
CC(C)COC(=O)c1ccc2c(c1)C1C=CCC1C(c1ccc(Cl)cc1)N2 (configuration not stated),103,0.3
COC(=O)C12C3CCC4C5C3C1C5(C(=O)OC)C42 (configuration not stated),101,0

(cont.)
SMILES	PV pol inh	PV pol inh FP z-score
COc1nc2ccccc2cc1/C=C/C(=O)O	105	0.5
CCC1SC(CC)C(=O)N(CC(=O)Nc2ccc(F)cc2F)C1=O (configuration not stated)	102	0
Cc1ccc2[nH]c(=O)cc(C(=O)OCC(=O)c3ccc(F)cc3)c2c1	107	0.5
CCc1nc(SCC(=O)Nc2cc(C)on2)n[nH]1	107	0.5
COc1ccc(-c2noc(-c3ccc(N4CCN(C)CC4)c([N+](=O)[O-])c3)n2)cc1OC	104	-0.8
CCOc1ccc(CNC(=O)c2ccccc2NC(=O)c2nsc3ccccc23)cc1	108	0.2
CC12C/C(=C\c3ccccc3)C(=O)C[C@@H]1CCC1C2CCC2(C)C1CC[C@]2(C)O (some centres not stated)	108	0.4
CCN(CC)C(=O)CSc1nc(-c2ccccc2F)nc2c1Cc1c(CO)cnc(C)c1O2	112	1.1
CCc1ccccc1NC(=O)CC(O)(C(=O)OC)C(F)(F)F (configuration not stated)	100	0.1
Cc1ccc(C)c(CSC2=NCCN2C(=O)c2ccc(S(=O)(=O)N3CCOCC3)cc2)c1	100	-1.2
C=CCN1C(=O)/C(=C\c2cccs2)SC1=Nc1ccccc1	106	0.4
COC(=O)c1ccc(Nc2nc(-c3ccc(Br)cc3)c(C)s2)cc1	105	0.2
CCC1(COC(NC(=O)c2ccc(Cl)cc2Cl)(C(F)(F)F)C(F)(F)F)COC1	103	0.4
CCc1c(C)nc2cc(-c3ccc(OC)c(OC)c3)nn2c1NCC(C)(C)CN(C)C	103	0.6
O=C(O)c1cccc(NNC(=O)c2ccc3c(c2)OCCO3)c1	102	0
CC1SCC(NC(=O)Nc2ccc(Cl)cc2)CS1 (configuration not stated)	110	1
CCCNC(=O)c1ccc2c(c1)nc1n2CCCCC1	114	1.2
O=C1S/C(=C\C=C\c2ccco2)C(=O)N1CCCc1ccccc1	98	-0.9
Cc1cc(C(=O)NC(C)c2ccccc2)c(C)o1 (configuration not stated)	101	-0.2
COc1ccc(-c2nnn3c2nc(N2CCCC(C)C2)c2ccccc23)cc1 (configuration not stated)	103	-0.5
Cc1ccc2c(c1)-c1onc(C(=O)N3CCN(c4ccc(Cl)cc4)CC3)c1CO2	109	0.6
COc1ccc(C2OC(COc3ccccc3)CN(C(=O)c3ccccc3)O2)cc1OC (configuration not stated)	114	1.6
Cc1ccc(OC(=O)c2snnc2C)cc1C	104	0.1
C=C1C2(C(=O)Nc3nccs3)CCC(C2)C1(C)C (configuration not stated)	104	0.8
O=C(NCCc1csc(-c2ccc(F)cc2)n1)C(=O)Nc1ccc(Cl)cc1	105	-0.3
CCN1C(=O)CC(C(=O)NC)SC1=Nc1cc(Cl)c(O)c(Cl)c1 (configuration not stated)	103	0.3
O=C1c2ccccc2-c2onc3c(N4CCN(c5ccccc5)CC4)ccc1c23	107	1.4
COc1ccc(Cc2nnc3n2N=C(C(C)(C)C)CS3)cc1	99	-0.5
Cc1ccc(-c2nnc(Nc3ccc(Cl)c(Cl)c3)c3ccccc23)cc1S(=O)(=O)NCCO	101	-0.5
O=C(O)CCC(=O)N1N=C2/C(=C/c3ccco3)CCCC2C1c1ccco1 (configuration not stated)	100	0
Cc1cc(NC(=O)CSc2nc(-c3ccccc3F)nc3c2c(=O)n(C)c(=O)n3C)no1	107	-0.2
COCCN(C(=S)Nc1ccccc1C)C1CCN(C(C)C)CC1	102	0.6
COc1ccc(CCNC(=O)CCCn2nc(C)n3ccnc3c2=O)cc1OC	102	0.1
COc1ccc(Cl)cc1NC(=O)c1sc2nc3c(cc2c1N)N1CCC3CC1	104	0.1
O=C(C1CCN(c2ncnc3c2nc2n3CCCCC2)CC1)N1CCN(c2ccc(F)cc2)CC1	110	0.7
Cc1cccc(C(=O)Nc2cccc(OCc3cc(=O)n4cccc(C)c4n3)c2)c1	103	-0.5
Cc1ccc(CNC(=O)CCC(=O)N2Cc3ccccc3Oc3ncccc32)cc1	107	-0.3
COc1ccccc1NC(=S)N=Nc1c(O)n(CN2CCN(c3ccccc3)CC2)c2ccccc12	101	0.1
N#Cc1ccc(COC(=O)c2cnc3ncccn3c2=O)cc1	103	0.1
